Screening results from PubChem BioAssay.
SENP7 inh = blocks the human protease SENP7. Q9BQF6. recombinant SENP7, Z-RLRGG-aminoluciferin luminescence, 40 min. inhibition, % at 5 µM. 330,000 tested, 1.5% active. AID 434973;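 active means inhibition above about 50% at the single test dose, limit read from the data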;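 further: plate controls were DMSO with enzyme for no effect and no enzyme buffer wells for full effect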
Target sequence (Q9BQF6 706-1050 limits assumed): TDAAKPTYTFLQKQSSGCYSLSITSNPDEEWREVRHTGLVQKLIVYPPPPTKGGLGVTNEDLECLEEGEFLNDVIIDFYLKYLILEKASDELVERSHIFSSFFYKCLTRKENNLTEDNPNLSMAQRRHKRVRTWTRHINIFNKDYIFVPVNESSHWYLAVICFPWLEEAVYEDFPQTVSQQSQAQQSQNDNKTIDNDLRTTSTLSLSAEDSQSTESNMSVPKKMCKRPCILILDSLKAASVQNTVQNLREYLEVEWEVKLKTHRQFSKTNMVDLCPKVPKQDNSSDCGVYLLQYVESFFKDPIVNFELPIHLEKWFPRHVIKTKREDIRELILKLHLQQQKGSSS
SENP8 block-1 = SENP8 (human) protease inhibition. recombinant SENP8, Nedd8 substrate fluorescence. inhibition, % at 20 µM. 360,000 tested, 0.64% active. AID 602440; in the data active means inhibition mostly above about 40%, no sharp cut-off; inactive means mostly below about 27%
SENP6 inh = inhibitors of human SENP6 protease; AID 2599; 330,000 tested, 1.8% active; Recombinant SENP6 catalytic domain, aminoluciferin luminescence; Q9GZR1; inhibition, % at 10 µM;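 active means inhibition above about 50% at the single tested dose, limit read from the data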;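 further: plate controls were DMSO wells with enzyme for no effect and DMSO wells lacking enzyme for full effect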
Target sequence (Q9GZR1 628-1112 limits assumed): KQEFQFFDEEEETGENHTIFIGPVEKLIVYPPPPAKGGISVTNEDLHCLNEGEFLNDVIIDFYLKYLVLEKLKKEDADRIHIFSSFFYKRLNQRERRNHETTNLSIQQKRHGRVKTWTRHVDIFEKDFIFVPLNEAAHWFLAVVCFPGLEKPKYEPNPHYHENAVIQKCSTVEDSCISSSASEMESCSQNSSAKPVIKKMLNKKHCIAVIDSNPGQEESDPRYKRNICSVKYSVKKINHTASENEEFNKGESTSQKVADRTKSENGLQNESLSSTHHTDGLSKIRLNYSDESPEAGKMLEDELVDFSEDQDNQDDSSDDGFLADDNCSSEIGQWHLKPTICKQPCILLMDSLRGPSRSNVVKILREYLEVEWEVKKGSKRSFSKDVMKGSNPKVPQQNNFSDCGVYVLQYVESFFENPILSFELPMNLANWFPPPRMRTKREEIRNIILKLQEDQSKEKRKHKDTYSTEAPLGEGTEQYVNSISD
Apaf-1 inh = blocks human Apaf-1 apoptosome activity | O14727 | 330,000 tested, 0.71% active | inhibition, % at 20 µM | reconstituted apoptosome caspase-3 activity, DEVD-Rh110 fluorescence; active means inhibition of at least 40% at 20 µM;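 further: plate controls were DMSO wells for no effect and DEVD-CHO caspase inhibitor wells for full effect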
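detection = Rh110 fluorescence intensity | test system = biochemical Apaf-1 apoptosome reconstitution | also added = cytochrome c and DEVD-Rh110 substrate | schedule = 30 min plus 50 min, RT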
PfG6PD inh = PfG6PD (Plasmodium falciparum) enzyme inhibition. PfGluPho enzyme, NADPH resazurin-diaphorase fluorescence. inhibition, % at 20 µM. 350,000 tested, 0.78% active;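 active means inhibition reaching at least a set limit at 20 µM in the primary screen, cut at about 59% in these data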;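 further: 0% = DMSO wells with substrate and 100% = DMSO wells lacking glucose-6-phosphate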
SENP1 inh = SENP1 (human) catalytic domain inhibition; recombinant SENP1 catalytic domain, CyPet-SUMO1-YPet FRET cleavage; AID 624204; 360,000 tested, 0.21% active; Q9P0U3; inhibition, % at 10 µM;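 active means inhibition at least 30% at 10 µM, raw YFP signal under a set limit, fluorescence ratio 0.5 to 1.5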;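 further: 0% = enzyme with DMSO and 100% = no enzyme wells; some results filed as inactive read as strong as hits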
Target sequence (Q9P0U3 419-644 limits assumed): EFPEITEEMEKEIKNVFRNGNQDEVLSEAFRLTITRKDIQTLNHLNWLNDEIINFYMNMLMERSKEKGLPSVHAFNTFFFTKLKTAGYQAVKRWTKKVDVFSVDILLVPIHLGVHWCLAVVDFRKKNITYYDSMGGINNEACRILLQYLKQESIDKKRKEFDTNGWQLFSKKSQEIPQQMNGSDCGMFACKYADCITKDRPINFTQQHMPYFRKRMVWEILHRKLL
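system = hSENP1 catalytic domain, recombinant | reagent = SFCypet-SUMO1-SFYpet substrate at 25 nM | doses = one dose per compound, 10 µM, 0.5% DMSO | incubation = enzyme reaction for 50 min at room temperature, dark | measured by = FRET, CFP and YFP emission | controls = no-enzyme low, enzyme-DMSO high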
SENP8 block-2 = inhibitors of human SENP8 protease; Q96LD8; purified SENP8, Z-RLRGG-aminoluciferin cleavage, luminescence; inhibition, % at 10 µM; 330,000 tested, 1.2% active; AID 2540; in the data active means inhibition above about 50%
HKDC1 inh = HKDC1 (human) hexokinase inhibition. inhibition, % at 20 µM. 340,000 tested, 0.16% active. recombinant HKDC1, G6PDH/diaphorase resazurin coupled fluorescence;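 active means inhibition above about 35% when tested at 20 µM, limit read from the data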;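 further: plate controls were DMSO wells with enzyme for no effect and DMSO wells lacking enzyme for full effect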
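Test system: Recombinant HKDC1 (HK5) hexokinase enzyme, produced in-house | Input: HKDC1 at 5 µg/mL | Buffer or medium: Tris pH 8.0 buffer with MgCl2, Tween-20, BSA, BME | Schedule: 90 min reaction incubation at room temperature, dark | Technique: Resazurin-to-resorufin fluorescence via G6PDH and diaphorase coupling, 525/613 nm | Controls: DMSO wells with and without enzyme mix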
An asterisk follows results filed as active; . = not tested or not shown.

SMILES	SENP7 inh	SENP8 block-1	SENP6 inh	Apaf-1 inh	PfG6PD inh	SENP1 inh	SENP8 block-2	HKDC1 inh
CCn1c(CC(=O)Nc2ccc(C)cc2)nnc1SCC(=O)Nc1nc(C)cs1	-22	-214	-11	11	-5	0	-5	-7
CN1CCC(=O)N([C@H](CSc2ccccc2)Cc2ccccc2)CC1	-6	14	5	3	6	-4	-8	-7
CCCOc1ccc(N2C(=O)CC(N3CCOCC3)C2=O)cc1 (stereo not drawn)	2	0	-8	-5	3	2	0	-5
NNc1cc([N+](=O)[O-])cc2c1C(=O)N(Cc1ccccc1)S2=O (stereo not drawn)	4	12	15	-7	49	0	14	3
COc1ccc(/C=C(\C#N)C(=O)OCC(=O)NCc2ccccc2)cc1	6	-398	12	-10	-7	0	4	-9
COc1ccccc1CNC(=O)CCS(=O)(=O)c1ccc2c(c1)CCN2C(C)=O	-3	8	0	-2	4	0	3	-4
CCOC(=O)Nc1nc(C)c(C(=O)c2ccc(Cl)cc2)s1	-1	20	-2	14	-17	2	-2	-8
CCc1cccc(NC(=O)CCCN2C(=O)C(c3ccccc3)Oc3cccnc32)c1 (stereo not drawn)	2	11	-17	13	16	1	-6	5
C=CC[C@@H](CC(=O)N(CCO)Cc1ccccc1)C(=O)NC[C@H](OC(=O)[C@@H](CC=C)CC(=O)OC(C)(C)C)c1ccccc1	2	10	-2	21	12	2	8	3
COc1ccc(C2C=C(c3ccc(Cl)cc3)Nc3nc(NC(C)=O)nn32)cc1 (stereo not drawn)	0	.	0	11	.	.	-2	.
O=C(CN1C(=O)NC2(CCCC2)C1=O)Nc1cccc(-c2nnc3n2CCCCC3)c1	-5	6	4	-23	-11	2	-4	3
CC(NC(=O)C1CCCC1)c1ccc2c(c1)OCCO2 (stereo not drawn)	1	3	-2	1	8	1	2	-5
Cn1nc(-c2ccccc2)c(-c2nc(-c3cccc(C(F)(F)F)c3)no2)c1Cl	6	11	2	-7	15	2	4	-5
COc1cc2c(C(=O)N3CCN(c4ccccc4)CC3)c(C)oc2cc1Br	-4	-26	-2	32	12	-9	-8	4
Cc1ccc(S(=O)(=O)CCC(=O)OCC(=O)Nc2ncc(Cl)cc2Cl)cc1	2	-116	2	11	6	-4	-1	-3
O=[N+]([O-])c1ccc(CC(Cl)c2ccccn2)cc1 (stereo not drawn)	.	18	.	.	18	1	.	4
COc1ccc(Nc2ccc(C(N)=O)cc2[N+](=O)[O-])cc1	6	33	-1	10	-3	2	-2	3
COC(C(=O)N/N=C(\C)c1ccc(C)cc1)c1ccccc1 (stereo not drawn)	5	3	9	6	-3	0	-5	-7
CCOC(=O)c1c(NC(=O)C2C3CCC(O3)C2C(=O)O)sc2c1CCCC2 (stereo not drawn)	3	-100	-9	20	-23	1	1	-3
COc1ccc(C(CNC(=O)c2cc(S(=O)(=O)N3CCCCC3)ccc2C)N2CCCC2)cc1 (stereo not drawn)	.	6	.	.	-8	-1	.	4
CCC(CC)C(=O)Nc1c2cnn(-c3ccccc3)c2nc(=O)n1-c1ccccc1	-9	4	6	-1	-42	-2	-14	-1
COc1ccc(C2(C)NC(=O)N(CC(=O)c3cc(C)n(C4CC4)c3C)C2=O)cc1 (stereo not drawn)	3	7	1	7	-2	3	-7	5
O=C(COc1ccc(Cl)cc1)Nc1c(-c2cccs2)nc2ccccn12	0	-409	13	1	1	1	0	-8
Cc1nc2c(-c3ccc(F)cc3)c(C)nn2c(C)c1CCC(=O)Nc1ccccc1F	-3	-20	-10	9	0	0	2	-3
CC(C)C[C@H](N)C(=O)N1CCC(C(=O)N[C@H](C(=O)NCc2ccc(F)cc2)C(C)C)CC1	-8	8	-17	4	8	1	-5	-6
CCN1CCN(C(=O)c2cc(COc3ccc4ncccc4c3)on2)CC1	5	0	6	0	9	1	2	1
Cc1oc(-c2ccccc2Cl)nc1CN(Cc1ccccn1)C[C@@H]1CCC(=O)N1	1	2	-1	-1	3	-15	7	2
COc1ccc(C2N3CC4(C)CN2CC(C)(C3)C4O)cc1OC (stereo not drawn)	2	-4	2	-12	-8	1	2	4
O=C(CCNC(=O)c1ccc(Cl)cc1)Nc1ccccc1N1CCCC1	4	23	1	7	10	0	-3	3
O=C(N1CCOCC1)n1nnc2ccccc21	-3	-142	-6	-33	-11	1	3	0
COCC(=O)NC1CCCCCC1	-2	-3	-6	-17	2	0	10	-4
ClC(Cl)(Cl)c1nc(N/N=C/c2ccncc2)c2ccccc2n1	7	-30	5	1	-10	4	-4	-4
COc1ccc(CN2CCN(C(=O)CC(C)C)CC2)c2ccccc12	-6	7	-5	11	-4	-1	-3	7
Cc1ccc(S(=O)(=O)N/N=C/c2cc(Br)c(C)o2)cc1	-3	12	9	-11	-13	16	6	5
Cc1cccc(C)c1NC(=O)c1ccc(-c2ccc(Cl)cc2Cl)o1	2	21	12	10	13	1	9	4
COc1cc(OC)cc(C(=O)Nc2cccc(N3CCCC3)c2)c1	-5	-10	4	13	31	-26	-8	10
Oc1ccc(Br)cc1-c1cc(-c2ccccc2F)[nH]n1	6	7	8	0	-10	0	-5	-4
CCOC(=O)NC(Nc1nnc(SCC)s1)(C(F)(F)F)C(F)(F)F	8	5	3	2	-12	0	-9	-3
Cc1ccc(CCc2nnc(SCC(=O)Nc3cccc(Cl)c3)n2-c2ccccc2)o1	0	14	7	8	-5	1	-5	0
CN(Cc1c(C(=O)N/N=C/c2ccccc2)nnn1-c1nonc1N)C1CCCCC1	-4	8	-7	18	12	1	-1	-3
C=C(C)CNC(=S)N1CCNC(=O)C1CC(=O)OC (stereo not drawn)	1	15	-7	-1	2	-3	-1	-14
Cc1ccc(C(CNS(=O)(=O)c2ccc(F)cc2C)N2CCN(C)CC2)cc1 (stereo not drawn)	18	5	-3	9	-1	0	-8	0
COc1ccc(-c2cc(C(=O)NNC3=NCCC3)c3c(C)nn(-c4ccccc4)c3n2)cc1	-10	-137	-20	26	-9	2	-11	-37
CCOC(=O)N1CCC(NC(=O)c2cc(C(=O)Nc3cccc(OC)c3)ccc2CO)CC1	-6	14	0	0	-10	0	-4	7
COc1cccc(NC(=O)N2CCC(C(=O)Nc3ccc(C)cc3C)CC2)c1	1	18	-8	-7	-12	2	-2	-2
Cc1cc(C(=O)O)ccc1-n1c(C)cc(/C=C(/C#N)C(=O)Nc2ccccc2)c1C	-2	-92	-24	20	8	-12	10	-4
O=C(Nc1ccc([N+](=O)[O-])cc1Br)c1cccnc1	9	16	-4	5	6	0	-4	-10
Cc1ccccc1CN1CCN(C(=O)c2ccc(S(=O)(=O)NCc3ccco3)cc2)CC1	6	19	-1	6	15	-5	2	6
COc1ccc(S(=O)(=O)Nc2cc(C(=O)NCCCOC(C)C)ccc2N2CCOCC2)cc1	5	3	8	2	-6	2	2	-6
Cc1ccc(S(=O)(=O)Nc2cccc(C(=O)NCCCN3CCCC3=O)c2)cc1F	1	12	-3	24	-6	1	5	-3
CC1CN(c2nc3ccccc3nc2C(C#N)C(=O)NCc2ccc3c(c2)OCO3)CC(C)O1 (stereo not drawn)	0	-4	-12	9	-6	-26	-3	3
COC(=O)c1c(C)nn(-c2ccccc2)c1N	-14	0	-15	9	19	0	-12	-5
O=C(NCCCn1ccnc1)c1ccc(S(=O)(=O)N2CCCCCC2)cc1	1	24	-1	-12	-12	2	-3	-2
O=C(NC(=S)Nc1c(F)cc(F)cc1Br)c1ccc2c(c1)OCCO2	3	17	-6	-1	1	-2	-5	0
CC1=C(C(=O)OC(C)C)C(c2ccc(F)cc2)NC(=O)N1 (stereo not drawn)	-15	5	-9	7	-15	1	-11	1
COc1ccc(CC(=O)Nc2cccc(-c3nnc(-c4ccco4)o3)c2)cc1	-8	-60	-2	-13	-3	1	-8	-3
CC1=C(C(=O)OCc2ccccc2)C(c2ccccc2Br)NC(=O)N1 (stereo not drawn)	-16	-1	-52	14	13	3	-6	0
COCCCNC(=O)c1ccc(OC)c(OC2CCN(C(C)C)CC2)c1	-3	18	16	-2	-14	1	13	-6
Cc1ccc(NC(=O)CSc2nccn(-c3ccc4c(c3)OCCO4)c2=O)cc1	5	-359	-3	8	7	-2	6	0
CN(C)CCCN1c2ccccc2Sc2ccc(C(F)(F)F)cc21	3	-36	0	43*	11	1	-3	3

Quoted at random: 2 entries already listed
SMILES	SENP7 inh	SENP8 block-1	SENP6 inh	Apaf-1 inh	PfG6PD inh	SENP1 inh	SENP8 block-2	HKDC1 inh
COc1ccc(C2N3CC4(C)CN2CC(C)(C3)C4O)cc1OC (stereo not drawn)	2	-4	2	-12	-8	1	2	4
Cc1cc(C(=O)O)ccc1-n1c(C)cc(/C=C(/C#N)C(=O)Nc2ccccc2)c1C	-2	-92	-24	20	8	-12	10	-4

Next results follow.
SMILES	SENP7 inh	SENP8 block-1	SENP6 inh	Apaf-1 inh	PfG6PD inh	SENP1 inh	SENP8 block-2	HKDC1 inh
CC(C)N1CCC(=NNC(=O)c2ccc(Br)o2)CC1	0	6	-22	-3	-13	1	-13	-7
NC(=O)NCCC1=CCCCC1	-4	8	7	-3	3	0	-5	-3
O=C1CC(c2ccccc2)n2nc(N3C(=O)c4ccccc4C3=O)nc2N1 (stereo not drawn)	-5	2	-3	-11	-9	4	-4	-6
COC(=O)c1sccc1Oc1ccc(F)cc1[N+](=O)[O-]	14	19	-1	1	9	1	8	-5
C(#CC1CCCCC1)c1ccc2c(c1)COc1c3ccccc3nn1-2	19	-2	37	9	0	0	16	-5
Cc1nc(CNC(=O)CC2C(=O)NCCN2Cc2ccoc2)nc2c1CCCC2 (stereo not drawn)	-5	22	8	-3	-1	-6	-6	-2
Fc1cccc(Cl)c1CSc1nnnn1-c1ccc2c(c1)OCO2	5	11	-12	0	-14	3	0	0
C/C(=N\NC(=O)c1cccnc1)c1ccccc1	-9	2	8	-1	16	1	-2	-4
CCn1c(/C=C/N(C(C)=O)c2ccccc2)[n+](CCCS(=O)(=O)[O-])c2cc(Cl)c(Cl)cc21	-2	7	10	3	-31	0	3	-21
O=C(CCS(=O)(=O)c1ccc(Cl)cc1)NCCN1C(=O)S/C(=C\c2ccccc2F)C1=O	-8	20	-7	3	10	3	-23	6
CN1C2CCC1CC(NC(=O)c1ccc([N+](=O)[O-])cc1)C2 (stereo not drawn)	4	18	-2	-3	-6	0	6	1
COC(=O)c1[nH]c2c(c1C)C(=O)CC(c1ccc(OC)c(OC)c1)C2 (stereo not drawn)	5	7	11	10	3	0	3	-4
c1ccc2c(c1)-c1ccccc1C2N1CCOCC1	.	14	.	.	-14	3	.	3
COc1cc(/C=N/NC(=O)CSc2n[nH]c(=O)[nH]c2=O)cc(OC)c1O	-8	2	-5	-1	8	-1	-12	1

Single records, as listed above:
Listed for COc1cc(/C=N/NC(=O)CSc2n[nH]c(=O)[nH]c2=O)cc(OC)c1O = SENP7 inh: -8; SENP8 block-1: 2; SENP6 inh: -5; Apaf-1 inh: -1; PfG6PD inh: 8; SENP1 inh: -1; SENP8 block-2: -12; HKDC1 inh: 1
Listed for O=C1CC(c2ccccc2)n2nc(N3C(=O)c4ccccc4C3=O)nc2N1 (stereo not drawn) = SENP7 inh: -5; SENP8 block-1: 2; SENP6 inh: -3; Apaf-1 inh: -11; PfG6PD inh: -9; SENP1 inh: 4; SENP8 block-2: -4; HKDC1 inh: -6
Listed for Fc1cccc(Cl)c1CSc1nnnn1-c1ccc2c(c1)OCO2 = SENP7 inh: 5; SENP8 block-1: 11; SENP6 inh: -12; Apaf-1 inh: 0; PfG6PD inh: -14; SENP1 inh: 3; SENP8 block-2: 0; HKDC1 inh: 0
